# Assay outcomes (PubChem BioAssay)
# FXN GAA850 act – FXN promoter activators, primary screen, cell-based, luciferase luminescence, HEK293 lucGAA850; AID 540364, 2011; HEK293 lucGAA850 FXN promoter luciferase reporter, 24 h; percent of 10 µM SAHA response; 360,000 compounds, 0.56% hits; activation, % at 6 µM;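 active = activation above the average of all compounds screened plus 3 SD, cutoff fixed separately per campaign, cut at about 7.5% in these data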;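 note: 0% = DMSO wells and 100% = 10 µM SAHA wells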
# sPLA2-III inh – human group III sPLA2 inhibitors, primary screen, biochemical, QFRET, BODIPY PC-A2 liposome substrate. Group 3 secretory phospholipase A2 (Homo sapiens), Q9NZ20. QFRET BODIPY PC-A2 liposome hydrolysis, fluorescence. inhibition, % at 12.2 µM. 370,000 compounds, 0.56% hits. AID 743126, 2013;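 active = inhibition above mean plus 3 SD of compounds lying within the high and low control bounds, cut at about 19% in these data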;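 note: 0% = median of test compound wells and 100% = no enzyme DMSO wells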
# NPR1 activator – GC-A stimulated cGMP production enhancers – HEK293 GC-A cells, cGMP TR-FRET, EC30 ANP, primary screen; activation, % at 10 µM; 370,000 compounds, 0.14% hits; AID 1671463, 2021; Atrial natriuretic peptide receptor 1 (Homo sapiens), P16066; 0% at EC30 ANP, 100% saturating ANP; in the data active = activation above about 40%
# GC-B act – human GC-B receptor activators, primary screen, HEK293 GC-B cells, cGMP TR-FRET, EC30 CNP. Atrial natriuretic peptide receptor 2 (Homo sapiens), P20594. 0% at EC30 CNP, 100% saturating CNP. activation, % at 10 µM. 370,000 compounds, 0.11% hits;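 active = activation at 10 µM reaching about 35% in either raw or pattern-adjusted values, limit read from the data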
# Target sequence (P20594 whole entry, looked up): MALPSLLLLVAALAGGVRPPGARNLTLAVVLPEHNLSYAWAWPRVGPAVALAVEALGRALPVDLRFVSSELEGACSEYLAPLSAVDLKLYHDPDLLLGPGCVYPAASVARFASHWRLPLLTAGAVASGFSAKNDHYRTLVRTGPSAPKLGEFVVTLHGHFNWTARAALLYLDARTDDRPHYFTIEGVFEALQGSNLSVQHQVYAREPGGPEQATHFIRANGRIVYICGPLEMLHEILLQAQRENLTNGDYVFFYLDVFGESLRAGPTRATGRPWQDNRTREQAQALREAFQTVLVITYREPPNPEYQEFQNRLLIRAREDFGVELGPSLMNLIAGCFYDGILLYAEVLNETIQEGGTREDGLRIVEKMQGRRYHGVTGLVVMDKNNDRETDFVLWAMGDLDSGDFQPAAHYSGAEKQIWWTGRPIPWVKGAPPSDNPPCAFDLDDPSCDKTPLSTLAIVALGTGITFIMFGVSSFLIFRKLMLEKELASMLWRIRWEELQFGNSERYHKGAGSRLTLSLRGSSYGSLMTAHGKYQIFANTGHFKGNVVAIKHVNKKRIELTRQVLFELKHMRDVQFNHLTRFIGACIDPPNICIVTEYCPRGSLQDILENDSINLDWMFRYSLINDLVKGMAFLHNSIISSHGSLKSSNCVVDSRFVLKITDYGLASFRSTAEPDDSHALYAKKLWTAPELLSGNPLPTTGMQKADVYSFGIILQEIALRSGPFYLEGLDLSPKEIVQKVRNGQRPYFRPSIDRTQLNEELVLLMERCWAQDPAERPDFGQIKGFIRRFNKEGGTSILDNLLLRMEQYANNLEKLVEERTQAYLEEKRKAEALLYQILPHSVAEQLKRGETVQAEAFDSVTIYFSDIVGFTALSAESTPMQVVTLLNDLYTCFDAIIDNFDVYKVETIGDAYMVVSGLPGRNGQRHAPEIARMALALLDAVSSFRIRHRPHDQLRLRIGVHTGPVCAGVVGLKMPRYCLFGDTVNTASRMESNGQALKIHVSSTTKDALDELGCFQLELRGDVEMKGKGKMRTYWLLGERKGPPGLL
# DAX1 inh-1 – DAX1 (NR0B1) inhibitors on StAR promoter, primary screen, cell-based, luminescence, SF-1 (NR5A1), full-length DAX-1; inhibition, % at 6.8 µM; AID 652010, 2013; 370,000 compounds, 1.1% hits; HEK293T StAR-luciferase reporter, SF-1/DAX-1 repression relief;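 active = inhibition above the mean over all tested compounds plus 3 SD, cut at about 3.6% in these data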;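 note: 0% = DAX-1 cells with DMSO and 100% = cells lacking DAX-1 with DMSO; higher inhibition means more luminescence from relief of DAX-1 repression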
# DAX1 inh-2 – DAX1 (NR0B1) inhibitors, primary screen, cell-based, HEK293, Gal4-DAX1, luciferase luminescence; AID 504766, 2011; inhibition, % at 6.75 µM; 340,000 compounds, 0.99% hits; HEK293 Gal4-DAX1 luciferase reporter; Nuclear receptor subfamily 0 group B member 1 (Homo sapiens), P51843;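 active = inhibition above the mean over all tested compounds plus 3 SD, cut at about 4.2% in these data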;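 note: 0% = DAX1-transfected cells with DMSO and 100% = empty-vector control cells with DMSO; inhibition shows as a rise in luminescence from relieved DAX1 repression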
# ssDAF-12 act – S. stercoralis DAF-12 nuclear receptor activators, primary screen, cell-based, luminescence, HEK293, GRIP1 co-expression, lit1-tk-luc; HEK293 ssDAF-12/GRIP1 lit1-tk-luc reporter; % of 3 µM dafachronic acid response; activation, % at 6.8 µM; 370,000 compounds, 1% hits; AID 652126, 2013;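 active = activation above the mean over all tested compounds plus 3 SD, cut at about 0.9% in these data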;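 note: 0% = DMSO-only wells and 100% = 3 µM delta7-dafachronic acid wells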
# SMARCA2 act – SMARCA2 (BRM) function activators, primary screen, cell-based, luminescence, high throughput. MG213 cells, MMTV-luciferase reporter, dexamethasone, overnight. 370,000 compounds, 1% hits. activation, % at 9.1 µM; in the data active = activation above about 7.8%;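 note: 0% = vehicle wells and 100% = reference activator wells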
# ADAM10 inh – human ADAM10 inhibitors, primary screen, biochemical, QFRET, HTS; Disintegrin and metalloproteinase domain-containing protein 10 (Homo sapiens), O14672; recombinant ADAM10, EDANS/DABCYL FRET peptide cleavage, 3 h; inhibition, % at 7 µM; 370,000 compounds, 0.62% hits;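 active = inhibition above a per-campaign cutoff equal to the mean of compounds falling between control-based bounds plus 3 SD, cut at about 20% in these data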;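 note: 0% = DMSO wells while the 100% control is not disclosed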
# hgDAF-12 ag – H. glycines DAF-12 receptor agonists, primary screen, cell-based, luminescence, HEK293, GAL4 fusion, UAS-luciferase; HEK293 GAL4-hgDAF12 UAS-luciferase reporter, agonist luminescence; normalized to butyrate control; activation, % at 6.8 µM; 370,000 compounds, 1.8% hits; AID 687014, 2013;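 active = activation above a cutoff set at the mean of all screened compounds plus 3 SD, cut at about 10% in these data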;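 note: 0% = DMSO wells and 100% = sodium butyrate wells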
# hcDAF12 agonist – H. contortus DAF-12 nuclear receptor activators, primary screen, cell-based, luminescence, HEK293, lit1-tk-luc reporter; HEK293 hcDAF-12 lit1-tk-luc reporter; 0% DMSO, 100% Δ7-dafachronic acid; activation, % at 6.8 µM; 370,000 compounds, 1.4% hits;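 active = activation above the mean of all tested compounds plus 3 SD, cut at about 5.5% in these data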;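 note: 100% = response to 3 µM Δ7-dafachronic acid high control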
# Numbers without * were called inactive; i = inactive; / = no result given.
SMILES,FXN GAA850 act,sPLA2-III inh,NPR1 activator,GC-B act,DAX1 inh-1,DAX1 inh-2,ssDAF-12 act,SMARCA2 act,ADAM10 inh,hgDAF-12 ag,hcDAF12 agonist
CS(=O)(=O)Nc1cccc(C2=NN(C(=O)c3ccccc3Cl)C(c3ccccc3O)C2)c1 (stereo not given),1.4,-47,-14,-9,-0.3,-0.5,-1.8,1,2,-4.5,0.5
CC1CC1C(=O)Nc1nc(-c2cccs2)c(-c2cccs2)s1 (stereo not given),2.9,7,-1,-4,-0.2,0.5,2.0*,0,-35,2.2,5.1
c1ccc(CN=C2Nc3ccccc3CS2)nc1,5.4,7,-4,2,3.4,1.7,-0.4,3,-10,15*,3.1
NS(=O)(=O)c1ccc(NC(=O)CSc2nnc(C3CC3)n2C2CC2)cc1,1.9,13,-2,-1,-0.9,0.9,-1.0,-2,-26,0.4,-0.3
CC(C)NC(=O)NC(=O)CN1C(=O)NC(Cc2c[nH]c3ccccc23)C1=O (stereo not given),-1.9,-62,-7,2,-0.5,-0.4,0.2,-5,4,2.0,-1.1
COc1cccc(-n2c(=O)n(Cc3ccccc3)c(=O)c3[nH]cnc32)c1,0.8,-4,6,5,-0.2,0.9,-1.4,-1,-2,0.7,-0.2
CCOC(=O)c1c(NC(=S)N2CCN(C)CC2)sc(C)c1-c1ccccc1,-0.3,-10,-7,-3,-0.9,-0.6,-1.0,0,3,1.6,2.1
CC1(C(=O)NS(=O)(=O)c2ccc(Cl)cc2)CCN1C(=O)c1ccccc1 (stereo not given),2.4,1,0,6,-1.4,/,-1.1,-2,-15,4.0,2.0
O=C(c1cn(-c2ccccc2)nc1-c1cccc([N+](=O)[O-])c1)N1CCCCC1,0.5,-2,0,3,0.5,-0.6,0.1,-2,-8,-2.5,-0.3
O=C(O)c1cc(N/N=C/c2ccc(N3CCOCC3)s2)ccc1Cl,2.7,-29,-14,0,0.8,1.5,-0.7,2,4,2.0,1.2
O=C(Nc1ccc(NC(=O)c2ccco2)cc1)c1cnccn1,3.9,0,2,3,1.4,1.0,-1.1,4,-9,7.3,-0.2
CCCCn1cc(C(=O)c2cc(Br)ccc2O)cc(C#N)c1=O,-1.4,-12,-1,-6,-1.5,-1.4,-1.8,-4,7,-2.6,-1.6
N[C@H](C(=O)N[C@@H](Cc1ccccc1)C(=O)N1CCC2CCN(S(=O)(=O)c3ccccc3)CC21)c1ccccc1 (stereo not given in full),/,15,1,0,3.0,/,0.3,2,-14,17*,1.5
CCCOc1ccc(C(=O)NC(=S)NNC(=O)c2c(-c3ccccc3)noc2C)cc1,0.4,3,-1,-2,0.4,2.0,-0.7,0,6,0.6,0.7
CC1CCC2(CC1)NC(=O)N(CC(=O)Nc1sc3c(c1C(N)=O)CCC3)C2=O (stereo not given),0.9,-4,-7,0,-0.1,-1.8,-1.5,-3,-17,-0.2,0.8
NS(=O)(=O)c1ccc(N2N=C(c3ccccc3)CC2c2ccccc2)cc1 (stereo not given),4.5,-26,5,-6,-0.5,0.2,-0.6,-1,i,2.9,-1.4
FC(F)(F)c1ccc(Cl)c(-n2c(-c3cc(-c4ccco4)[nH]n3)n[nH]c2=S)c1,0.8,6,-9,-5,0.6,0.8,-0.4,-4,11,-0.7,1.1
CCOC(=O)N1CCC(NC(=O)c2cccs2)CC1,-0.9,-6,0,1,-0.1,0.3,-0.8,-1,-1,-0.7,-0.6
COc1ccc(C(=O)Nc2ccc3ccccc3c2)cc1,-2.4,1,-1,-1,2.5,-6.1,0.6,4,3,9.9,5.8*
CC(C)c1nc2sc3c(NCc4ccco4)ncnc3c2c2c1COC(C)(C)C2,8.1*,-3,30,1,0.1,1.2,-1.4,1,-44,0.2,-1.8
CCCCn1c(SCc2nnc(-c3ccccc3)o2)nc2c1c(=O)n(C)c(=O)n2C,2.7,7,1,-4,-0.6,0.4,-1.4,-1,-9,3.8,-0.5
CC(=O)Nc1cccc(C(=O)Oc2cccc(C)c2)c1O,-0.6,-2,1,-4,0.2,-0.5,-1.2,2,-43,1.4,0.0
CCOC(=O)CN1C2=NCCCN2c2ccccc21,-0.2,-4,7,1,-0.3,1.3,-0.9,2,6,-4.8,-1.0
CC(C)(C)c1ccc(C2CC2C(=O)N/N=C\c2cc3ccccc3nc2Cl)cc1 (stereo not given),0.6,14,2,4,-0.5,-0.1,-1.3,-2,3,1.1,1.4
COc1c(C(O)CC(C)C)ccc2c1C(=O)OCc1cc(C)cc(O)c1O2 (stereo not given),-0.4,-27,-2,0,-2.4,-2.7,-2.1,-2,-3,-5.7,-3.8

# 3 compounds picked at random from those above:
SMILES,FXN GAA850 act,sPLA2-III inh,NPR1 activator,GC-B act,DAX1 inh-1,DAX1 inh-2,ssDAF-12 act,SMARCA2 act,ADAM10 inh,hgDAF-12 ag,hcDAF12 agonist
CCCCn1cc(C(=O)c2cc(Br)ccc2O)cc(C#N)c1=O,-1.4,-12,-1,-6,-1.5,-1.4,-1.8,-4,7,-2.6,-1.6
CCOC(=O)N1CCC(NC(=O)c2cccs2)CC1,-0.9,-6,0,1,-0.1,0.3,-0.8,-1,-1,-0.7,-0.6
CCOC(=O)c1c(NC(=S)N2CCN(C)CC2)sc(C)c1-c1ccccc1,-0.3,-10,-7,-3,-0.9,-0.6,-1.0,0,3,1.6,2.1

# Additional compounds
SMILES,FXN GAA850 act,sPLA2-III inh,NPR1 activator,GC-B act,DAX1 inh-1,DAX1 inh-2,ssDAF-12 act,SMARCA2 act,ADAM10 inh,hgDAF-12 ag,hcDAF12 agonist
Cc1nc2ccccc2n1CC(=O)NCCN1CCOCC1,1.5,5,5,6,-0.2,0.3,-0.4,-2,-5,-1.5,0.1
CC1=C(C(=O)Nc2ccc(CC(=O)NCc3ccccc3C)cc2)SCCO1,0.8,2,1,0,-0.3,0.2,-0.3,2,-8,2.5,-0.1
COCCN(C(=O)COC(=O)CCCc1c[nH]c2ccccc12)c1c(N)n(Cc2ccccc2)c(=O)[nH]c1=O,0.4,-63,0,3,0.4,0.2,-0.6,-2,-10,2.9,3.3
FC(F)(F)c1cccc(NC(=S)NC2CCCC2)c1,-1.3,2,5,-6,0.1,-0.1,-1.8,0,-2,-1.9,-1.2
CC(=O)c1c(C)[nH]c(C(=O)OCC(=O)Nc2ccc(Cl)c(S(=O)(=O)N(C)C)c2)c1C,-2.3,-24,5,-11,-2.5,-2.6,-2.8,-6,7,-13,-5.0
Cc1ccc(CC2CC(=O)N(c3nc4ccccc4n3C)C2=O)cc1 (stereo not given),1.4,5,1,2,-0.5,0.0,-0.4,0,8,1.9,2.1
COc1ccc(-c2cc(NC=O)c3ncc(-c4cccc(C(F)(F)F)c4)n3c2)cc1OC,2.7,-13,2,9,-0.6,/,-1.6,0,-21,0.3,-1.3
COCCCNC(=O)c1ccc(C2SCC(=O)N2Cc2ccco2)cc1 (stereo not given),0.5,5,-5,-1,-0.2,-0.3,-1.3,-1,11,0.6,-1.7
CC1CN(S(=O)(=O)c2ccc(F)cc2)C(C)N1C(=O)N1CCOCC1 (stereo not given),5.0,3,3,5,-0.2,-1.5,-1.5,0,-7,0.6,-1.1
CCCc1cc(-c2ccc(O)c(OCC)c2)c(C#N)c(N)n1,5.7,-30,1,2,-0.8,-0.6,-0.9,1,-12,-3.2,-2.2
CCN(CC)S(=O)(=O)c1ccc(N2CCCC2)c(C(=O)Nc2ccc(OC)c(Cl)c2)c1,-2.3,5,-2,5,0.1,-0.8,-1.8,0,2,-0.6,-1.0
CCOc1ccc2[nH]cc(C(=O)NCCCN3CCOCC3)c(=O)c2c1,0.2,-2,0,-1,0.1,-0.9,-1.0,-1,-17,-0.6,0.8
O=C(NNc1ncnc2c1cnn2-c1ccccc1)c1cccs1,1.1,-3,0,-2,-0.4,-1.1,-2.1,5,6,2.4,0.3
Cc1onc(-c2ccccc2)c1C(=O)N1CCN(Cc2ccc3c(c2)OCO3)CC1,0.7,5,5,6,-0.3,0.5,-1.8,0,6,1.2,-2.0
Cc1ccc(S(=O)(=O)N2CCCCC2)cc1C(=O)NC1CCCCC1,-0.8,3,1,-1,-0.1,-0.9,-1.2,-1,-2,-0.7,3.6
CCOC(=O)Cc1csc(NC(=O)Cc2ccc(Cl)cc2)n1,-0.7,-7,-2,-10,-0.4,-1.1,-2.1,-8,-4,-0.6,-0.5
CCCC[C@H](CN[C@@H](CNC)[C@H](C)CC)NCCC12CCC(CC1)C2,-1.6,14,-4,-9,0.2,-0.4,-1.2,1,4,-0.5,0.2
CC(=O)c1ccc(N2CCN(C(=O)C3CCCN(S(=O)(=O)c4cnc[nH]4)C3)CC2)cc1 (stereo not given),0.3,-11,-6,6,-0.2,-2.6,-0.6,-4,-24,0.9,-0.6
COC(=O)c1ccccc1NC(=O)CSc1n[nH]c(-c2ccco2)n1,3.6,-5,6,2,-0.1,-0.2,-1.0,-3,-3,3.0,-1.4
COc1ccc(/C=N/Nc2nc(C(=O)O)cs2)cc1,4.8,-12,-1,-6,0.7,-2.8,0.0,5,-1,5.3,2.5
CCN1C(=O)c2cccc3c(S(=O)(=O)N(C(C)=O)c4ccc(OC(C)=O)cc4)ccc1c23,1.9,3,11,12,0.7,2.5,0.2,0,i,1.0,0.4
O=C(CN1C(=O)COc2ccccc21)NCc1ccccn1,-0.6,11,-5,-5,-0.7,1.3,-1.3,-2,-5,5.2,-0.9
CNC(=O)c1cccc2cccc(Sc3ccccc3C(=O)O)c12,2.2,1,1,3,0.3,0.9,-0.4,-2,1,0.3,-1.6
COc1ccc(-n2cnc3cc(NCc4cccs4)ccc32)cc1,0.9,-1,-9,-9,0.6,0.9,-0.7,3,2,2.6,0.5
C#CCCC(=O)Nc1sc2c(c1-c1nc3ccccc3s1)CCN(C(C)C)C2,/,-132,17,-5,/,/,-0.3,/,-341,8.3,9.7*
O=C(N/N=C/c1ccco1)c1ccc(NC(=O)C2CC2)cc1,1.2,-3,-3,-1,-0.3,0.9,-0.7,-4,0,3.2,-1.1
COc1ccc(CNC(=O)Cc2csc(NC(=O)Nc3ccccc3OC)n2)cc1,0.7,-22,-1,5,-3.5,-2.2,-1.6,1,0,-2.0,-0.9
